# Bioassay records deposited in PubChem by Southern Research Specialized Biocontainment Screening Center.
# MgcRacGAP inhibition = MgcRacGAP GTPase-activating activity inhibitors, confirmation, biochemical, ADP Hunter fluorescence. AID 624330. hit rate 0.6% among 340,000. inhibition, % at 30 µM, or IC50 in µM where a hit was titrated. MgcRacGAP-stimulated Rac1 GTP hydrolysis, ADP Hunter fluorescence; higher % means a stronger effect; GST-tagged Rac1 F28L mutant substrate;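 active = first-screen hits whose inhibition reached a set limit at any dose in the follow-up dose series; inconclusive = inhibition above the set first-screen limit but never retested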;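 note: fluorescence reports GDP produced by GAP-driven GTP hydrolysis; strong numbers were not always called active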
# Dengue-2 NS5 capping = flavivirus cap methylation enzyme inhibition – biochemical, confirmation dose response, primary screen (AID 588689); hit rate 0.3% among 340,000; Dengue-2 NS5 methyltransferase capping enzyme assay, biochemical; higher % means a stronger effect; one-dose inhibition, % at 25 µM; IC50 in µM for titrated hits; in the data active = a potency from the dose series; inconclusive = inhibition above about 29% without an active follow-up result
# Dengue-2 NS5 capping pilot replicate = also measured in Dengue-2 NS5 capping; calls as there; inhibition, %; measured here: pilot screen replicate inhibition
# * marks the source's active call; other numbers are inactive results; ? = inconclusive. An excerpt (hit frequency here may not be typical).
# Preview:
SMILES,MgcRacGAP inhibition,Dengue-2 NS5 capping,others
CCOC(=O)C1(NC(=O)C2(N3C(=O)c4ccccc4C3=O)CCCC2)CCCC1,4%,13%,
O=C(CN1C(=O)NC2(CCCCC2)C1=O)NCCc1ccccc1,3%,-7%,

# This part in full, repeating the preview:
SMILES,MgcRacGAP inhibition,Dengue-2 NS5 capping,others
CCOC(=O)C1(NC(=O)C2(N3C(=O)c4ccccc4C3=O)CCCC2)CCCC1,4%,13%,
O=C(CN1C(=O)NC2(CCCCC2)C1=O)NCCc1ccccc1,3%,-7%,
Cc1nc(NC(=O)COC(=O)CNC(=O)c2ccco2)c(Cl)cc1Cl,10%,4%,
CC(C(C(=O)N1CCCCC1)N1CCCCC1)N1CCCCC1 (stereo not given),-8%,0%,
O=C(Cn1cnc2c(OCc3ccccc3)ncnc21)NCc1ccccn1,3%,-5%,Dengue-2 NS5 capping pilot replicate=-6.7
COc1cc2cc(Oc3ccc4ccc(=O)oc4c3)c(=O)oc2cc1O[C@@H]1O[C@H](CO)[C@@H](O)[C@H](O)[C@H]1O,16%,-3%,
CCCc1nc2sc3ccccc3c(=O)c2c(=O)n1Cc1ccccc1,10%,2%,
CC(NC(=O)COC(=O)CN1C(=O)NC2(CCCC2)C1=O)c1ccc(F)cc1 (stereo not given),3%,1%,
CCOc1ccc(OCCC(=O)Nc2ccc(N3CCOCC3)cc2N2CCOCC2)cc1,4%,-6%,
C=CCC[C@H](Cc1ccc(F)cc1)C(=O)OC[C@H](Cc1c[nH]c2ccccc12)NC(=O)[C@@H](CC=C)CC(=O)NCCO,7%,12%,
NC1=NOC(=O)C1C1CCCCC1 (stereo not given),3%,0%,
Cc1ccc[n+](C(C(=S)NCc2ccco2)=C([O-])c2ccccc2Cl)c1,8%,-7%,
c1ccc(N=Nc2ccc(C3=NCCO3)cc2)cc1,6%,0%,
CC(C)C(NC(=O)C1CC(=O)N(Cc2ccccc2)C1)c1nc2ccccc2[nH]1 (stereo not given),11%,2%,
CC1CN(S(=O)(=O)c2cccc(C(=O)NCC(c3cccs3)N3CCOCC3)c2)CC(C)O1 (stereo not given),6%,2%,

# An excerpt from above in order of length of the SMILES, falling.
SMILES,MgcRacGAP inhibition,Dengue-2 NS5 capping,others
Cc1ccc[n+](C(C(=S)NCc2ccco2)=C([O-])c2ccccc2Cl)c1,8%,-7%,
O=C(CN1C(=O)NC2(CCCCC2)C1=O)NCCc1ccccc1,3%,-7%,
c1ccc(N=Nc2ccc(C3=NCCO3)cc2)cc1,6%,0%,

# Going on with the list.
SMILES,MgcRacGAP inhibition,Dengue-2 NS5 capping,others
O=C(CN1CCN(C(C(=O)Nc2cc(C(F)(F)F)ccc2Cl)c2ccccc2)CC1)NC1CC1 (stereo not given),8%,-2%,
COc1ccc(CN(C)C(=O)COC(=O)c2cnc(Cl)c(Cl)c2)cc1,8%,4%,
CC(CNC(=O)CN1C(=O)NC2(CCCCC2C)C1=O)c1ccccc1 (stereo not given),11%,-7%,
CCCOc1c(Br)cc(C(=O)OCc2cc(=O)n3ccsc3n2)cc1OC,3%,-4%,
CC(C)(C)S(=O)(=O)N1Cc2cc(CO)cc(CCO)c2[C@@H]1CCO,5%,-1%,Dengue-2 NS5 capping pilot replicate=-3.1
COc1ccccc1NC(=O)COC(=O)C1CC(=O)N(c2ccc3c(c2)OCCO3)C1 (stereo not given),-5%,-2%,
O=S1(=O)CCN(Cc2cccnc2)CC1,0%,5%,
O=C(N[C@@H](Cc1c[nH]c2ccccc12)C(=O)O)OCC1c2ccccc2-c2ccccc21,2%,14%,
CC(C)[C@H](NC(=O)OCc1ccccc1)C(=O)OCC(=O)N1CCCCC1,6%,2%,
Cc1ccc(NC(=O)c2ncn(CC(=O)NCc3ccc4[nH]ccc4c3)n2)cc1C,9%,1%,Dengue-2 NS5 capping pilot replicate=-4.9
CC[C@]1(C(=O)OC)[C@H]2C(=O)N(C)C(=O)[C@H]2[C@H]2CN=C(SCc3ccc(C)cc3)N21,12%,-3%,Dengue-2 NS5 capping pilot replicate=-1.8
COc1cccc(C2c3c(oc4ccccc4c3=O)C(=O)N2CCCN2CCOCC2)c1OC (stereo not given),8%,-2%,
CCOC(=O)C1=C(C)Nc2ccccc2N=C1NC(=O)C1CCN(C(=O)c2ccccc2C)CC1,4%,5%,
CC[C@@H](C)[C@@H]1CN([C@@H](C)CN2CCC[C@H]2CN2C(N)=NC[C@H]2C(C)C)C(=N)N1CCc1ccc(Cl)c(Cl)c1,11%,-4%,Dengue-2 NS5 capping pilot replicate=-0.9
CCN(C[C@H]1N[C@@](C)(C(=O)OC)[C@H]2C(=O)N(C)C(=O)[C@@H]12)S(=O)(=O)c1ccc(F)cc1,3%,-5%,Dengue-2 NS5 capping pilot replicate=1.5
COC(=O)[C@]1(C)N[C@H](CN(C)C(=O)c2ccccc2)[C@@H]2C(=O)N(C)C(=O)[C@@H]21,-2%,-12%,Dengue-2 NS5 capping pilot replicate=-4.0
O=C(CN1CCCc2ccccc21)Nc1cccc(S(=O)(=O)N2CCOCC2)c1,7%,-7%,
CCOc1ccccc1C(=O)NCC(=O)NCCSc1ccc(Br)cc1,6%,-6%,
O=C(NC1CCCCC1)NS(=O)(=O)c1ccc2c(c1)CCC2,3%,-6%,
Cc1cccc(C(=O)OCC(=O)NC2CC2)c1O,-6%,4%,
CCOc1ccc(NC(=O)COC(=O)C2CCC(=O)N2)c([N+](=O)[O-])c1 (stereo not given),7%,-4%,
COc1ccc(NC(=O)N(C)C[C@H]2OCCCC[C@@H](C)Oc3ccc(NC(=O)c4ccccc4)cc3C(=O)N([C@H](C)CO)C[C@@H]2C)cc1,-8%,-10%,
C=CCC[C@H](Cc1ccc(F)cc1)C(=O)OC[C@@H](Cc1c[nH]c2ccccc12)NC(=O)[C@@H](CC=C)CC(=O)N[C@@H](CO)Cc1ccccc1,3%,-4%,
Nc1nonc1-n1nnc(C(=O)N/N=C/c2ccco2)c1CSc1ccc(Cl)cc1,21%,-5%,
CC(C)[C@H](NC(=O)c1ccco1)C(=O)OCC(=O)c1ccc(Br)s1,2%,-9%,
Cc1ccc(S(=O)(=O)NCc2ccccc2)cc1C(=O)N1CCN(S(=O)(=O)c2ccccc2F)CC1,9%,2%,
O=C(C[C@H]1C[C@H](C(=O)N2CCCCC2)[C@@]2(CCc3ccccc3)c3[nH]c4cc(-c5ccco5)ccc4c3CCN2C1=O)NCCC1=CCCCC1,9%,-2%,Dengue-2 NS5 capping pilot replicate=-1.5
CC(=O)N1N=C(N)SC1c1ccc(Cl)c(Cl)c1 (stereo not given),3%,1%,
CC1CC(C)CN(C(=O)c2cccc(S(=O)(=O)N3c4ccccc4CC3C)c2)C1 (stereo not given),3%,-2%,
C[C@@H]1CN([C@H](C)CO)S(=O)(=O)c2ccc(Br)cc2O[C@H]1CN(C)C(=O)Nc1ccc(F)cc1,9%,1%,

# Random excerpt: 5 records from the list
SMILES,MgcRacGAP inhibition,Dengue-2 NS5 capping,others
CCCOc1c(Br)cc(C(=O)OCc2cc(=O)n3ccsc3n2)cc1OC,3%,-4%,
O=C(Cn1cnc2c(OCc3ccccc3)ncnc21)NCc1ccccn1,3%,-5%,Dengue-2 NS5 capping pilot replicate=-6.7
CC(C(C(=O)N1CCCCC1)N1CCCCC1)N1CCCCC1 (stereo not given),-8%,0%,
COc1ccc(CN(C)C(=O)COC(=O)c2cnc(Cl)c(Cl)c2)cc1,8%,4%,
Cc1ccc(S(=O)(=O)NCc2ccccc2)cc1C(=O)N1CCN(S(=O)(=O)c2ccccc2F)CC1,9%,2%,

# Additional entries:
SMILES,MgcRacGAP inhibition,Dengue-2 NS5 capping,others
COc1ccc(C(=O)O)cc1S(=O)(=O)NCc1ccncc1,1%,-3%,
COc1ccc(CNC(=O)COC(=O)c2ccc(S(=O)(=O)N3CCOCC3)cc2)cc1,3%,-3%,
COc1cc(O)c(C(C)=O)c(OC)c1,6%,-1%,
CC(=O)c1ccc(NC(=O)CSc2nnc(C3CC3)n2C2CC2)cc1,-1%,-2%,
Cc1ccc(CNC(=O)C2CCC(=O)N(Cc3cccc(F)c3)C2)s1 (stereo not given),12%,-3%,
COc1cccc(CN(C)C(=O)c2ccc(S(=O)(=O)Nc3ccccc3C)cc2)c1OC,16%,-8%,
O=C(NCCc1ccccc1)c1cccc(NC(=O)c2ccccc2)c1,9%,-3%,
CC(=O)Nc1ccc(NC(=O)CSc2nnc(NC(=O)c3ccccc3F)s2)cc1,12%,-5%,
COc1ccccc1C(=O)NCCC(=O)Nc1ccc(S(=O)(=O)N2CC(C)CC(C)C2)cc1 (stereo not given),-1%,4%,
COc1cc(C(=O)OCC(=O)N2CCCCCC2)c([N+](=O)[O-])cc1OC,4%,-15%,
CC(C)(C)c1ccc(OCCCC(=O)Nc2nnc(C3CC3)s2)cc1,13%,5%,
c1ccc(NCCc2ccccn2)cc1,0%,-1%,
CCN(C[C@H]1N[C@@](C)(C(=O)OC)[C@H]2C(=O)N(C)C(=O)[C@@H]12)C(=O)Nc1ccccc1,-4%,0%,Dengue-2 NS5 capping pilot replicate=-4.2
CCOc1ccc(Br)cc1S(=O)(=O)NCC(c1ccc(OC)cc1)N1CCOCC1 (stereo not given),1%,-9%,
CCc1sc(C(=O)N2CCN(C(=O)c3ccccc3)CC2)cc1C,8%,-2%,
O=C(COC(=O)c1ccc(Cl)nc1)NCCc1ccc(Cl)cc1,-1%,-3%,
CC(C)C[C@H]1CN([C@@H](Cc2ccc(O)cc2)CN2CCC[C@@H]2CN2C(=O)C(=O)NC[C@@H]2Cc2ccccc2)C(=O)C(=O)N1CC1CCCCC1,9%,-9%,Dengue-2 NS5 capping pilot replicate=5.2
N#CCCCc1cc2ccccc2cn1,-4%,-6%,Dengue-2 NS5 capping pilot replicate=-3.0
CCOC(=O)c1csc(-c2csc(CCNC(=O)c3ccccc3)n2)n1,10%,-4%,
Cc1cn(CC(=O)N[C@H](C)c2cccc3ccccc23)c(=O)[nH]c1=O,9%,4%,
CC1=C(C(=O)N(C)C)CC(CC(=O)NCCc2ccccn2)C(=O)N1Cc1ccccc1 (stereo not given),16%,1%,
O=C(Cc1cccc(NC(=O)C2CCCN(C(=O)CCc3ccccc3)C2)c1)Nc1ccc(C(=O)N2CCOCC2)cc1 (stereo not given),9%,-8%,Dengue-2 NS5 capping pilot replicate=-2.1
COc1ccc(COC(=O)CN2C(=O)NC3(CC(C)CC(C)(C)C3)C2=O)cc1F (stereo not given),5%,-4%,
CC1(C)CC(NC(=O)c2ccc(F)cc2)CC(C)(C)N1,13%,-3%,
CCOC(=O)C1CCCN(C(=O)COc2ccc(C(=O)c3ccc(F)cc3)cc2)C1 (stereo not given),1%,-5%,
COC(=O)C[C@@H]1C[C@H]2c3cc(NC(=O)CC4CC4)ccc3O[C@H]2[C@@H](CO)O1,15%,-14%,
COc1cc(C)ccc1OCC(=O)OCC(=O)NCC1CCCCC1,3%,-4%,
CN1OC[C@@H]2CN(Cc3ccc(Cl)cc3)[C@H](c3cccc(Br)c3)C[C@@H]21,4%,1%,
COc1cc(C(=O)COC(=O)c2c(C)noc2C)cc(OC)c1OC,7%,-3%,
Cc1cccc(OCc2nnc(SCC(=O)N(C)C3CCCCC3)o2)c1,11%,0%,
Cc1nnc(NC(=O)C2CCN(S(=O)(=O)c3ccc(F)c(Cl)c3)CC2)o1,5%,-7%,
CN1CCC(N(C)C(=O)c2ccc(Cl)c(S(=O)(=O)N3CCc4ccccc43)c2)CC1,1%,-14%,
O=C(O)c1sccc1S(=O)(=O)N1CCCCC1,13%,-2%,
CCCCCC1C(=O)C[C@@H]2CCN3C(=O)CCC[C@H]1[C@H]23 (stereo not given in full),11%,-1%,Dengue-2 NS5 capping pilot replicate=-2.5
O=C1NC(=S)NC1=Cc1ccccc1O,?,-13%,
CCN1C(=O)[C@H]2[C@H]3CN=C(SCc4ccc(C)cc4)N3[C@@](C)(C(=O)OC)[C@H]2C1=O,9%,-7%,Dengue-2 NS5 capping pilot replicate=-3.4
CCCOc1ccc(/C(O)=C2/C(=O)C(=O)N(CCN3CCOCC3)C2c2ccccc2)cc1 (stereo not given),6%,-3%,
CN(C(=O)COC(=O)c1ccc2c(c1)OCCO2)C1CCCCC1,3%,6%,
[O-][N+](=C(c1ccccc1)c1ccccc1)c1ccccc1,3%,-6%,
Cc1cc(-n2c(C)cc(C(=O)CSc3nncn3C)c2C)no1,5%,-11%,
C=CCn1c(COc2cccc(C)c2)nnc1SCC(=O)c1c(N)n(C)c(=O)n(C)c1=O,10%,-4%,
NC(=O)c1c(NC(=O)COC(=O)c2ccc(O)c(Cl)c2)sc2c1CCCC2,10%,2%,
O=C1c2cccc3cccc(c23)C(=O)N1CC1CCN(S(=O)(=O)c2ccccc2)CC1,9%,-8%,
O=C(NCC1CC1)c1cccc2c1C(=O)c1ccc(N3CCCC3)cc1S2(=O)=O,7%,15%,
COc1ccc(NC(=O)COC(=O)CC2Sc3ccccc3NC2=O)cc1 (stereo not given),9%,3%,
CC(=O)Nc1ccc(SCC(=O)NCC2(N3CCCCC3)CCCCC2)cc1,21%,-8%,
CC(C)(C)OC(=O)C[C@@H]1C/C=C\C[C@@H](CC(=O)N(CCO)Cc2ccccc2)C(=O)NC[C@H](c2ccccc2)OC1=O,5%,-7%,
O=C(/C=C/c1ccc(S(=O)(=O)N2CCOCC2)cc1)NC(CO)C(O)c1ccc([N+](=O)[O-])cc1 (stereo not given),1%,-3%,
COCCCN(C(=O)c1cc(Cl)nc2ccccc12)c1c(N)n(Cc2ccccc2)c(=O)[nH]c1=O,9%,9%,
CC1Sc2ccc(C(=O)N(CCc3ccccc3)Cc3ccccc3)cc2NC1=O (stereo not given),-1%,-2%,
CCN(CC)S(=O)(=O)c1ccc(C(O)=C(C#N)c2nc3ccccc3n2C)cc1,-3%,2%,
